High-throughput results from PubChem BioAssay.
U2OS ROS induce – cancer cell ROS induction | ROS induction (% of piperlongumine), % at 10 µM | AID 624156 | U2OS ROS induction, H2DCF-DA fluorescence | hit rate 2% among 46,000; in the data active means ROS induction above about 79%, passing the limit was not always enough; inconclusive means no clear call, values can overlap the other calls;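 further: 0% = DMSO vehicle median and 100% = reference compound median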
* hit, by the source's call; ? = inconclusive; & = joins results of further samples.

SMILES	U2OS ROS induce
C[C@@H]1CN([C@@H](C)CO)C(=O)Cc2cc(NC(=O)Nc3ccccc3)ccc2O[C@@H]1CN(C)C(=O)Nc1ccccc1	-1.7
COc1ccc(S(=O)(=O)N(C)CC(=O)Nc2ccccc2)cc1Cl	4.6
COC(=O)C(CC#Cc1ccc2c(c1)[C@]1(C(=O)N2)[C@H](c2ccc(O)cc2)N2[C@H](c3ccccc3)[C@H](c3ccccc3)OC(=O)[C@H]2[C@@H]1C(=O)O)C(=O)OC	?
C[C@@H]1O[C@@H](OC[C@H]2O[C@@H](OCCc3ccc(O)c(O)c3)[C@H](O)[C@@H](O)[C@@H]2OC(=O)/C=C/c2ccc(O)c(O)c2)[C@H](O)[C@H](O)[C@H]1O	-14.8
Cc1ccc(-c2noc(CSc3nnc(-c4cccs4)n3-c3ccccc3)n2)cc1	-3.8
Cn1c(SCc2nc3ccccc3c(=O)[nH]2)nnc1-c1cc2ccccc2o1	14.5
C[C@@H]1CN([C@H](C)CO)C(=O)CCCn2cc(nn2)CO[C@H]1CN(C)Cc1ccc2c(c1)OCCO2	-1.9
C[C@H]1CN([C@@H](C)CO)C(=O)c2cc(NS(=O)(=O)c3cn(C)cn3)ccc2O[C@H]1CN(C)Cc1ccc(Cl)c(Cl)c1	27.3
Cc1noc(C)c1NC(=O)N(C)C[C@@H]1Oc2c(NS(=O)(=O)c3cccs3)cccc2C(=O)N([C@H](C)CO)C[C@@H]1C	-9.5
C[C@@H]1CN([C@H](C)CO)C(=O)Cc2cc(NC(=O)NC3CCCCC3)ccc2O[C@H]1CN(C)S(=O)(=O)c1ccccc1	-9.9
Nc1no[n+]([O-])c1-c1ccccc1	-2.5
COc1ccc(NC(=S)NCCCC2C=NNC2=O)cc1 (centres undefined)	-12.9

Sorted by heavy-atom count (falling): 3 of the compounds above
SMILES	U2OS ROS induce
C[C@@H]1O[C@@H](OC[C@H]2O[C@@H](OCCc3ccc(O)c(O)c3)[C@H](O)[C@@H](O)[C@@H]2OC(=O)/C=C/c2ccc(O)c(O)c2)[C@H](O)[C@H](O)[C@H]1O	-14.8
Cc1noc(C)c1NC(=O)N(C)C[C@@H]1Oc2c(NS(=O)(=O)c3cccs3)cccc2C(=O)N([C@H](C)CO)C[C@@H]1C	-9.5
Nc1no[n+]([O-])c1-c1ccccc1	-2.5

Molecules above that contain nitrogen in an aromatic ring:
SMILES	U2OS ROS induce
Cc1ccc(-c2noc(CSc3nnc(-c4cccs4)n3-c3ccccc3)n2)cc1	-3.8
Cn1c(SCc2nc3ccccc3c(=O)[nH]2)nnc1-c1cc2ccccc2o1	14.5
C[C@@H]1CN([C@H](C)CO)C(=O)CCCn2cc(nn2)CO[C@H]1CN(C)Cc1ccc2c(c1)OCCO2	-1.9
C[C@H]1CN([C@@H](C)CO)C(=O)c2cc(NS(=O)(=O)c3cn(C)cn3)ccc2O[C@H]1CN(C)Cc1ccc(Cl)c(Cl)c1	27.3
Cc1noc(C)c1NC(=O)N(C)C[C@@H]1Oc2c(NS(=O)(=O)c3cccs3)cccc2C(=O)N([C@H](C)CO)C[C@@H]1C	-9.5
Nc1no[n+]([O-])c1-c1ccccc1	-2.5

New compounds follow:
SMILES	U2OS ROS induce
C[C@@H]1CN([C@@H](C)CO)C(=O)c2cccc(NC(=O)Nc3ccccc3)c2O[C@@H]1CN(C)S(=O)(=O)c1ccccc1	6.3
Cc1ccc(S(=O)(=O)Nc2ccc3c(c2)C(=O)N([C@@H](C)CO)C[C@H](C)[C@@H](CN(C)Cc2ccc(C(=O)Nc4ccccc4N)cc2)O3)cc1	25.6
O=C(CCCCCCC(=O)Nc1ccccc1O)N/N=C/c1ccc(O)cc1Br	59.1
COC(=O)c1c(C)oc2ccc(N(C(=O)c3ccccc3)S(=O)(=O)c3cccs3)cc12	-10.1
C[C@H](CO)N1C[C@H](C)[C@H](CN(C)C(=O)NC2CCCCC2)Oc2ccc(NC(=O)CCC(F)(F)F)cc2CC1=O	-9.0
CC(C)(C)OC(=O)Nc1cccc(/C=N/NC(=O)CCCCCCC(=O)Nc2ccccc2O)c1	4.0
O=C(CN1C(=O)/C(=C/c2ccccc2)Sc2ccccc21)NC1CCCC1	-1.4
COc1ccc(S(=O)(=O)N2CCCC2C(=O)n2nc(C)cc2C)cc1 (centres undefined)	-5.4
COc1cc(NC(=O)COc2ccccc2[N+](=O)[O-])ccc1NC(=O)c1cccs1	132.1*
O=C(CCCCCCC(=O)Nc1ccccc1O)N/N=C/c1c(F)c(F)c(F)c(F)c1F	?
C[C@H]1CN([C@@H](C)CO)C(=O)Cc2cc(NC(=O)Nc3ccc4c(c3)OCO4)ccc2O[C@@H]1CN(C)Cc1ccc(Oc2ccccc2)cc1	15.8
C[C@H]1CN([C@@H](C)CO)C(=O)Cc2cc(NC(=O)Nc3cccc4ccccc34)ccc2O[C@@H]1CN(C)Cc1ccc(C(F)(F)F)cc1	33.2
CNC[C@H]1Oc2ccc(NS(=O)(=O)c3c(C)noc3C)cc2C(=O)N([C@@H](C)CO)C[C@H]1C	-18.0
CC(NC(=O)Cn1c(-c2nonc2N)nc2ccccc21)c1ccccc1 (centres undefined)	2.0
CC(C)NC(=O)Nc1cccc2c1O[C@@H](CN(C)Cc1ccc(C(=O)O)cc1)[C@@H](C)CN([C@@H](C)CO)C2=O	-5.6
C[C@@H]1CCCCO[C@@H](CN(C)C(=O)Nc2ccccc2)[C@@H](C)CN([C@H](C)CO)C(=O)c2cc(NS(=O)(=O)c3cccs3)ccc2O1	9.3
N#C/C=C/N(C#N)c1ccccc1	-4.2
O=C1CC(N2C(=O)C3CC=CCC3C2=O)C2COC1O2 (centres undefined)	91.2*
C[C@@H]1CN([C@H](C)CO)C(=O)c2cccc(NC(=O)C3CC3)c2O[C@@H]1CN(C)Cc1ccncc1	-7.3
CC(C)NC(=O)N(C)C[C@H]1Oc2ccc(NC(=O)Nc3cccc4ccccc34)cc2CC(=O)N([C@@H](C)CO)C[C@@H]1C	-4.0
COc1ccc(NC(=O)N(C)C[C@@H]2Oc3c(NC(=O)C4CC4)cccc3C(=O)N([C@@H](C)CO)C[C@@H]2C)cc1	0.2
C[C@@H]1CN([C@H](C)CO)C(=O)Cc2cc(NC(=O)C3CCCCC3)ccc2O[C@@H]1CN(C)S(=O)(=O)c1ccccc1	3.7
COc1ccc(CN(C)C[C@@H]2OCCCC[C@@H](C)Oc3ccc(NC(=O)Cc4ccccc4)cc3C(=O)N([C@H](C)CO)C[C@@H]2C)cc1	33.0
C[C@@H]1CN([C@@H](C)CO)C(=O)c2cccc(NC(=O)Nc3ccc(C(F)(F)F)cc3)c2O[C@H]1CN(C)Cc1ccccc1	3.3
Cc1noc(C)c1NC(=O)Nc1ccc2c(c1)CC(=O)N([C@@H](C)CO)C[C@@H](C)[C@@H](CN(C)Cc1ccc(Cl)c(Cl)c1)O2	17.4
O=c1c(O)c(-c2ccc(O)c(O)c2)oc2cc(O)cc(O)c12	2.5&-11.6
Cc1ccc(S(=O)(=O)Nc2ccc3c(c2)C(=O)N([C@@H](C)CO)C[C@@H](C)[C@H](CN(C)C(=O)NC2CCCCC2)O3)cc1	2.2
CC1(C)CC[C@]2(C(=O)O[C@@H]3OC[C@H](O[C@@H]4OC[C@H](O)[C@H](O)[C@H]4O)[C@H](O)[C@H]3O)CC[C@]3(C)C(=CCC4[C@@]5(C)C[C@H](O)[C@H](O[C@@H]6O[C@H](C(=O)O)[C@@H](O)[C@H](O[C@@H]7OC[C@H](O)[C@H](O)[C@H]7O)[C@H]6O)[C@@](C)(CO)C5CC[C@]43C)[C@@H]2C1 (some centres undefined)	-6.2
COc1ccc(S(=O)(=O)Nc2cccc3c2O[C@H](CN(C)Cc2ccc(Oc4ccccc4)cc2)[C@@H](C)CN([C@@H](C)CO)C3=O)cc1	33.5
C[C@@H]1CN([C@H](C)CO)C(=O)c2cc(NC(=O)Cn3cnnn3)ccc2O[C@H]1CN(C)Cc1ccc(Oc2ccccc2)cc1	1.0
C[C@@H]1CN([C@H](C)CO)C(=O)c2cccc(NS(=O)(=O)c3ccc(F)cc3)c2O[C@@H]1CN(C)C(=O)Nc1ccc(F)cc1	18.8
Cc1ccc(SCCNS(=O)(=O)c2ccc3c(c2)OCCO3)cc1	-10.7
COCc1nnc(NS(=O)(=O)c2ccc(OC)cc2)s1	-8.9
O=c1ccc2cc(O)c(O)cc2o1	-10.5
O=C(CSc1ncnc2sc3c(c12)CCCC3)N1CCc2ccccc21	-11.7
O=C(O)c1cc(Nc2nc(N3CCOCC3)nc(N3CCOCC3)n2)ccc1Cl	12.2
C[C@@H]1CN([C@H](C)CO)C(=O)Cc2cc(NC(=O)C3CCCCC3)ccc2O[C@H]1CN(C)Cc1ccc(Cl)c(Cl)c1	6.6
OCc1c[nH]c2ccccc12	4.7
CCC(Sc1nnc(-c2ccc(NC(C)=O)cc2)n1C)C(=O)Nc1ccc(Br)cc1 (centres undefined)	-14.6
Cc1cc(N(CC(=O)O)S(C)(=O)=O)ccc1Br	-9.1
CC(C)NC(=O)N(C)C[C@@H]1Oc2ccc(NC(=O)Cc3ccccc3)cc2C(=O)N([C@@H](C)CO)C[C@H]1C	-37.0
COC(=O)c1scc(S(=O)(=O)C(C)(C)C)c1N	0.3
COC(=O)c1c(N)sc2c1CCC(C(C)(C)C)C2 (centres undefined)	-19.6
C[C@H](CO)N1C[C@H](C)[C@@H](CN(C)S(=O)(=O)c2ccc(Cl)cc2)Oc2ccc(NC(=O)Cn3cnnn3)cc2C1=O	6.4
CC(=O)Nc1ccc(NC(=O)CSc2nnc3c4cc(Br)ccc4n(C)c3n2)cc1	41.1
C[C@H]1CN([C@@H](C)CO)C(=O)Cc2cc(NS(=O)(=O)c3ccc(F)cc3)ccc2O[C@H]1CN(C)S(=O)(=O)c1ccc(Cl)cc1	9.5
C[C@H]1CN([C@@H](C)CO)C(=O)c2cccc(NC(=O)Nc3ccccc3)c2O[C@H]1CN(C)Cc1ccc(Oc2ccccc2)cc1	51.1
C[C@@H]1CN([C@@H](C)CO)C(=O)c2cccc(NC(=O)c3nc4ccccc4s3)c2O[C@H]1CN(C)C(=O)Nc1cccc2ccccc12	?
C=C1C(=O)O[C@@H]2/C=C(\C)[C@H](OC(C)=O)C/C=C(/C)C[C@@H](OC(=O)/C(=C/CO)CO)C12 (some centres undefined)	?
COc1ccc(S(=O)(=O)N(C)C[C@@H]2Oc3c(NC(=O)C4CCCCC4)cccc3C(=O)N([C@@H](C)CO)C[C@H]2C)cc1	-6.9
Cc1[nH]c2ccccc2c1C(c1c(C)[nH]c2ccccc12)C(C)C	-8.6
O=C(CSc1nnc(-c2ccc(Cl)cc2)n1-c1ccc(F)cc1)Nc1ccccc1F	-13.9
CC(Oc1ccc(C(C)(C)C)cc1)C(=O)NCc1ccccn1 (centres undefined)	-7.2
Cc1cccc(C)c1NC(=O)NN1C(C)CCCC1C (centres undefined)	-0.1
CCOC(=O)c1oc2ccccc2c1NC(=O)CCN1CCCCC1	-1.6
CCn1c(SCC(=O)Nc2ccc(C(C)=O)cc2)nnc1-c1cc(Br)ccc1O	7.0
COc1ccc(NC(=O)N(C)C[C@@H]2Oc3c(NC(=O)c4ccncc4)cccc3C(=O)N([C@H](C)CO)C[C@@H]2C)cc1	-14.1
Cc1ccc(/C=N/N2C(=O)C3C(C2=O)C2C=CC3C23CC3)o1 (centres undefined)	-4.6
COc1ccc(S(=O)(=O)Nc2cccc3c2O[C@H](CN(C)C(=O)Nc2ccc(C(F)(F)F)cc2)[C@@H](C)CN([C@H](C)CO)C3=O)cc1	11.1
Cc1c(C(=O)C2C(=O)C(=O)N(Cc3cccnc3)C2c2ccc(F)cc2)cnn1-c1ccccc1 (centres undefined)	3.4

New compounds follow:
SMILES	U2OS ROS induce
C[C@@H]1CN([C@@H](C)CO)C(=O)c2cc(NS(=O)(=O)c3cn(C)cn3)ccc2O[C@@H]1CN(C)C(=O)NC1CCCCC1	2.1
O=C(N/N=C/C1CCCCC1)c1ccccc1O	-22.3
Cc1ccc(S(=O)(=O)Nc2ccc3c(c2)C(=O)N([C@@H](C)CO)C[C@H](C)[C@H](CN(C)S(=O)(=O)c2cccs2)O3)cc1	10.2
C[C@@H]1CN([C@@H](C)CO)C(=O)c2cccc(NC(=O)c3cnccn3)c2O[C@H]1CN(C)C(=O)Nc1ccccc1	-10.0
CN(C(=O)CSc1nc(O)cc(=O)n1-c1ccccc1F)c1ccccc1	-11.2
COc1ccc(/C=C/C(=O)C2CC2)cc1COc1cccc(C)c1C	28.4
O=C(Nc1ccc2nc3n(c(=O)c2c1)CCCC3)c1ccccn1	-6.5
COC(=O)CCCCCCC(=O)N/N=C/c1ccc(OCC(N)=O)cc1	0.8
O=C(c1ccccc1)N(Cc1ccccc1)c1ccccn1	-10.2
Cc1noc(C)c1NC(=O)N(C)C[C@@H]1Oc2ccc(NC(=O)Nc3ccc4c(c3)OCO4)cc2C(=O)N([C@@H](C)CO)C[C@H]1C	-2.1
Cc1sc(-c2ccc(-c3csnn3)cc2)nc1-c1ccccc1	-4.6
Cc1noc(C)c1NC(=O)N(C)C[C@@H]1Oc2ccc(NS(=O)(=O)c3c(C)noc3C)cc2CC(=O)N([C@H](C)CO)C[C@@H]1C	9.3
COc1ccc(S(=O)(=O)Nc2cccc3c2O[C@@H](CN(C)Cc2ccc(C(=O)Nc4ccccc4N)cc2)[C@H](C)CN([C@@H](C)CO)C3=O)cc1	19.4
COc1ccc(S(=O)(=O)N(C)C[C@H]2OCc3cn(nn3)CCCC(=O)N([C@@H](C)CO)C[C@H]2C)cc1	-9.1
CC(C(=O)Nc1ccc(I)cc1)N(c1ccc(Cl)cc1)S(C)(=O)=O (centres undefined)	6.5
COc1cc2c(c(OC)c1)C(=O)OC(C)C2 (centres undefined)	-3.0
O=C(CCCCCCC(=O)Nc1ccccc1O)N=NC=C1C=CN(O)C=C1	5.8
C[C@@H]1CCCCO[C@H](CN(C)C(=O)C2CCCCC2)[C@@H](C)CN([C@H](C)CO)C(=O)c2cc(NC(=O)NC3CCCCC3)ccc2O1	16.4
O=C(CC1SC(=NC2CC3C=CC2C3)NC1=O)Nc1ccccc1Cl (centres undefined)	-1.6
Cc1ccccc1CN(C)C[C@H]1OCc2cn(nn2)CCCC(=O)N([C@@H](C)CO)C[C@H]1C	9.7
CCC(Sc1ccccn1)C(=O)Nc1ccc(Br)cc1 (centres undefined)	-0.4
C[C@@H]1CN([C@H](C)CO)C(=O)c2cccc(NC(=O)C3CCCCC3)c2O[C@@H]1CN(C)CC1CC1	1.9

These rows are one share of the data. The share of hits here may be higher or lower than overall.
